High-throughput results (PubChem BioAssay)
TEAD-YAP inh: TEAD-YAP interaction inhibition | HEK-TIYL cells, TEAD-Gal4/YAP UAS-luciferase luminescence | inhibition, % at 9.12 µM | 640,000 tested, 1.4% active; in the data active = inhibition above about 32%;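 also: 0% = median of test compound wells and 100% = reference inhibitor wells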
GPR151 activ: activates the human receptor GPR151; activation, % at 11.2 µM; Q8TDV0; PathHunter beta-arrestin GPR151 cells, luminescence; AID 1508602; 650,000 tested, 1% active; in the data active = activation above about 4.9%;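 also: 0% = median of compound wells and 100% = cells with positive control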
MITF primary: blocks human microphthalmia-associated transcription factor | O75030 | AlphaScreen MITF homodimerization, bead proximity signal | inhibition, % at 2.6 µM | 650,000 tested, 0.91% active | AID 1259374; in the data active = inhibition above about 50%;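 also: 0% = vehicle wells with protein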
FBW7 activator: human FBW7 E3 ligase activation, primary screen. Q969H0. AlphaScreen FBW7–phospho-cyclin E peptide binding, activator screen. normalized activity (activation), % at 26.1 µM. 650,000 tested, 0.13% active; in the data active = normalized activity above about 1.9%;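 also: purified mutant Fbw7 with reduced substrate affinity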
Target sequence (Q969H0 whole entry, looked up): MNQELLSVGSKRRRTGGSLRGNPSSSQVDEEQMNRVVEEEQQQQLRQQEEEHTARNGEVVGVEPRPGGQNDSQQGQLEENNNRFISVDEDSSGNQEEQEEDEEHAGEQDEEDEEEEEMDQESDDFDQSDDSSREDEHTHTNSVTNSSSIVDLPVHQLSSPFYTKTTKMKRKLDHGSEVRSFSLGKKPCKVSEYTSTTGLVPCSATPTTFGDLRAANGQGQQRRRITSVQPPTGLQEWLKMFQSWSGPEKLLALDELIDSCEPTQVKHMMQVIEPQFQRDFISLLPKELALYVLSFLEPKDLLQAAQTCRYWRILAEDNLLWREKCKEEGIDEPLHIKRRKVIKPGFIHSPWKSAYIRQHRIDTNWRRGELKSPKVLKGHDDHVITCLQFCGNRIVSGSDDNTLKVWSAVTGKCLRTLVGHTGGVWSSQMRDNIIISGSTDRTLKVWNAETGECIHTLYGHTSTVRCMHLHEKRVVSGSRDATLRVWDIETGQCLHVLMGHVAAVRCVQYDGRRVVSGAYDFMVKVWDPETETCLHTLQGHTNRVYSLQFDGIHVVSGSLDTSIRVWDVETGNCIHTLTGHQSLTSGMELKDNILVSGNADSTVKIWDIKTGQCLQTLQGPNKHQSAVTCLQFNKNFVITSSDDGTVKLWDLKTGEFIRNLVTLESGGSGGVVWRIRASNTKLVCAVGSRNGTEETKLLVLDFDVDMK
The depositor's hits bear a star; & = joins results of further samples.

The opening five records (preview)
entry	SMILES	TEAD-YAP inh	GPR151 activ	MITF primary	FBW7 activator
1	CC(=O)c1cccc(N=Cc2ccc(N(C)C)cc2)c1	2.0	0.9	3.1	-0.1
2	c1ccc(OCCN2CCN(c3ccccc3)CC2)cc1	-6.9	2.4	17.0	0.3
3	O=c1c2ccccc2c2ccccc2c(=O)n1-c1ccc(F)cc1	-5.8	-1.9	-3.1	0.3
4	Cc1nnc(SCc2ccccc2)[nH]c1=O	7.3&-0.7	3.7&-1.0	-2.9&-6.5	-0.1&0.0
5	CCC(=O)Nc1ccc2oc(-c3cccc(Br)c3)nc2c1	56.7*	-3.1	-18.7	-0.2

The list itself (from the top)
entry	SMILES	TEAD-YAP inh	GPR151 activ	MITF primary	FBW7 activator
1	CC(=O)c1cccc(N=Cc2ccc(N(C)C)cc2)c1	2.0	0.9	3.1	-0.1
2	c1ccc(OCCN2CCN(c3ccccc3)CC2)cc1	-6.9	2.4	17.0	0.3
3	O=c1c2ccccc2c2ccccc2c(=O)n1-c1ccc(F)cc1	-5.8	-1.9	-3.1	0.3
4	Cc1nnc(SCc2ccccc2)[nH]c1=O	7.3&-0.7	3.7&-1.0	-2.9&-6.5	-0.1&0.0
5	CCC(=O)Nc1ccc2oc(-c3cccc(Br)c3)nc2c1	56.7*	-3.1	-18.7	-0.2
6	COc1ccc(N(C(=O)c2ccccc2Cl)C2C=CS(=O)(=O)C2)cc1 (centres undefined)	-2.3	2.0	4.5	0.1
7	O=C1NN(C(=O)Nc2cccc(Cl)c2)C2Cc3ccccc3C12 (centres undefined)	-5.7	0.7	4.2	0.1
8	CCOC(=O)C1Cn2c(nc3c(c2=O)C2(CCCC2)Cc2ccccc2-3)S1 (centres undefined)	-22.8	-1.7	-4.4	-0.1
9	CCCCn1nnnc1NCc1ccc(C)cc1	-12.3	-0.7	15.1	0.0
10	CN(Cc1ccccc1)c1nnc(NC(=O)NC2CCCC2)s1	-6.5	-0.5	-2.6	0.0
11	COc1cccc(-c2nc(-c3cccc(OC)c3)c(-c3cccc(OC)c3)[nH]2)c1	8.7	-0.3	15.1	0.7
12	COc1cccc(/C=N/NC(=O)C(C)SCc2ccccc2)c1O (centres undefined)	13.2	0.8	11.7	-0.2
13	CCOC(=O)/C(=N/Nc1ccccc1OC)S(=O)(=O)c1ccc(Cl)cc1	7.9	0.7	17.9	0.1
14	O=C(CSc1nc2c([nH]c3ccccc32)c(=O)n1-c1ccccc1)Nc1ccccc1F	-10.3	0.3	-1.8	-0.2
15	O=C(NC(=S)Nc1ccc(Br)cn1)c1cc2ccccc2o1	3.6	-0.5	-8.1	-0.2
16	COCCNc1ncnc2c1cnn2-c1cc(Cl)ccc1C	-25.4	1.1	4.8	0.1
17	COc1ccc(N2C3=[N+](CCCC3)CC2(C)O)cc1 (centres undefined)	3.9&6.0	2.1&0.3	2.8&5.4	-0.2&0.1
18	COC(=O)COc1ccc2c(=O)c(Oc3cccc(C)c3)coc2c1	2.4	-0.1	8.7	0.2
19	O=C1C(=O)N(c2cccnc2)C(c2ccc(Br)cc2)/C1=C(\O)c1ccc(Cl)cc1 (centres undefined)	6.2	0.5	6.9	0.0
20	CC(C)n1cnc2c(NCc3cccc(C(F)(F)F)c3)nc(Nc3ccccc3)nc21	0.8	-0.1	12.1	0.1

(cont.)
entry	SMILES	TEAD-YAP inh	GPR151 activ	MITF primary	FBW7 activator
21	CCOc1ccc(OCc2ccc(C(=O)NN)o2)cc1	-64.4	-2.1	-1.9	-0.2
22	COC(C(=O)NCc1ccc2c(c1)OCO2)c1ccccc1 (centres undefined)	6.4	-1.3	21.0	0.3
23	COc1ccccc1NC(=O)N1CCN(c2ccc(Nc3cccnc3)nn2)CC1	-11.1	-0.1	-14.0	-0.1
24	O=C(NCCCc1ccccc1)c1ccc(OC2CCN(C(=O)C3CC3)CC2)cc1	13.9	0.3	4.0	0.1
25	CN1C(=O)C(CC(=O)NCc2ccccc2)SC1=Nc1ccc(F)cc1 (centres undefined)	-0.4	-1.0	11.6	0.5
26	COC(=O)c1c(C)oc2ccc(OC(=O)C(C)(C)C)cc12	-7.1	1.8	-0.5	-0.1
27	N#Cc1ccc(OCC(=O)N/N=C/C2CCCCC2)cc1	-1.5	0.8	-10.7	0.3
28	CC(C)(C)n1ccc(P(=O)(O)c2ccn(C(C)(C)C)c2)c1	5.1	0.3	-5.7	-0.1
29	COCCCNC(=O)/C=C/c1ccc([N+](=O)[O-])cc1	0.3	0.1	-5.3	-0.2
30	O=C(CSc1nc2ccccc2n1S(=O)(=O)c1ccccc1)c1ccc(Cl)cc1	-33.8	-0.4	-6.0	0.1
31	CCn1nc(C)c(N2C(=O)c3cccc4c(Br)ccc(c34)C2=O)c1C	5.0	-0.4	14.2	-0.1
32	CN(C)S(=O)(=O)c1ccc(C(=O)NCc2nnc(SCC(=O)N3N=C(c4cccs4)CC3c3ccc(F)cc3)n2C)cc1 (centres undefined)	3.6	-0.6	-5.2	-0.1
33	Cc1ccc(/C=C/S(=O)(=O)NCC(=O)OCc2cc(=O)oc3cc(C)ccc23)cc1	-1.5	-0.3	14.3	-0.2
34	COC(=O)c1c(NC(=O)c2ccc(S(=O)(=O)N3CCCCCC3)cc2)sc2c1CCN(C(C)=O)C2	12.0	0.5	-4.6	0.0
35	COc1cc(C(c2c(C)[nH][nH]c2=O)c2c(C)[nH][nH]c2=O)cc([N+](=O)[O-])c1O	0.8	1.4	-0.2	-0.4
36	O=C(NCc1nc(-c2ccc(Cl)cc2)no1)c1cccc(Br)c1	-7.2	-0.6	0.3	-0.1
37	Cc1ccccc1/C=N/Nc1ccc([N+](=O)[O-])cc1	6.2	0.3	1.7	-0.2
38	O=c1[nH][n+](-c2ccc([N+](=O)[O-])cc2)no1	14.4	-0.9	9.7	-0.2
39	COC(=O)c1ccc2c(=O)n(C3CCCCCC3)c(=S)[nH]c2c1	4.9	0.6	-1.9	-0.1
40	Cc1ncoc1C(=O)N1CCC(n2nccc2NC(=O)CCOc2ccccc2)CC1	1.9	0.0	-1.4	0.1

Further compounds.
entry	SMILES	TEAD-YAP inh	GPR151 activ	MITF primary	FBW7 activator
41	CN(Cc1nc2ccc(Cl)cc2[nH]1)Cc1c(C(=O)N2CCCCC2)nc2sccn12	-11.6	-0.7	15.4	0.0
42	Oc1oc(-c2cccc3ccccc23)nc1C=Nc1ccccc1Cl	1.8	-1.7	5.4	0.0
43	CCCN(CCC)CCNS(=O)(=O)c1cccc2nonc12	-5.3	-0.4	-1.0	-0.1
44	Cc1ccc(C2=N/C(=C\N3CCCCC3)C(=O)O2)cc1	-55.6	0.2	8.2	0.2
45	CCOC(=O)C1(C#N)C(N)=C(C#N)C(c2ccccc2)=CC1c1ccc(OC)c(OC)c1 (centres undefined)	2.3	-0.6	2.6	0.0
46	CCOc1cc2[nH]c(=O)n(CCCCC(=O)NC3CCCCC3)c(=O)c2cc1OCC	-12.8	-1.1	10.0	1.0
47	O=C(COc1ccc(F)cc1)N/N=C/c1ccccc1Br	-5.0	1.2	-6.8	0.1
48	O=C(c1ccc(Cl)c(S(=O)(=O)N2CCCCC2)c1)N1CCOCC1	8.5	4.0	12.9	0.5
49	c1ccc(-c2nc(-c3ccccn3)cc(N3CCC4(CC3)OCCO4)n2)cc1	2.7	0.0	-4.2	-0.1
50	COc1cc(NC(=O)c2cccs2)c(OC)cc1Cl	10.0	-0.2	-2.4	-0.2
51	O=C(CCS(=O)(=O)c1ccc(Br)s1)NCCc1ccccc1Cl	1.9	-0.4	8.1	0.3
52	CC(Nc1cccc(F)c1)C(=O)NC(=O)NC1CCCCC1 (centres undefined)	6.0	-1.3	0.4	0.1
53	NC(=O)c1nc(-c2cccc(Br)c2)nc2c1[nH]c(=O)n2C1CCCCC1	-1.5	-0.9	-5.5	0.1
54	CC(=O)NC(C)c1ccc(Cl)c(Cl)c1 (centres undefined)	-11.8	0.1	6.7	0.0
55	COc1ccc(-c2nc3ncnc(NCCO)c3[nH]2)cc1	-0.6	0.7	9.1	-0.1
56	N#CCSc1nc2[nH]ncc2c(=O)n1-c1ccccc1	-3.8	0.0	9.8	0.1
57	N#C/C(=C/c1ccc(-c2cccc(C(F)(F)F)c2)o1)C(=O)N1CCOCC1	-7.3	1.7	6.6	-0.1
58	O=C(CN1CCN(Cc2ccc(F)cc2)C1=O)NCc1ccco1	2.7	-0.7	3.7	0.1
59	Cc1cc(C)c(C(=O)N2CCc3c(cnc(C)c3CNC(=O)c3ccccc3F)C2)[nH]1	0.2	-0.9	5.9	0.0
60	CCCOC(=O)C(C)Oc1ccc2c(=O)c(Oc3ccc(OC)cc3)coc2c1 (centres undefined)	7.5	-1.2	13.8	0.4

Numbers 41 through 45, quoted:
entry	SMILES	TEAD-YAP inh	GPR151 activ	MITF primary	FBW7 activator
41	CN(Cc1nc2ccc(Cl)cc2[nH]1)Cc1c(C(=O)N2CCCCC2)nc2sccn12	-11.6	-0.7	15.4	0.0
42	Oc1oc(-c2cccc3ccccc23)nc1C=Nc1ccccc1Cl	1.8	-1.7	5.4	0.0
43	CCCN(CCC)CCNS(=O)(=O)c1cccc2nonc12	-5.3	-0.4	-1.0	-0.1
44	Cc1ccc(C2=N/C(=C\N3CCCCC3)C(=O)O2)cc1	-55.6	0.2	8.2	0.2
45	CCOC(=O)C1(C#N)C(N)=C(C#N)C(c2ccccc2)=CC1c1ccc(OC)c(OC)c1 (centres undefined)	2.3	-0.6	2.6	0.0

(continued)
entry	SMILES	TEAD-YAP inh	GPR151 activ	MITF primary	FBW7 activator
61	Cc1ccc(-c2nn(-c3ccccc3)cc2C(=O)Nc2ccc(C(=O)O)cc2)cc1	-14.9	-0.6	-1.1	-0.3
62	CCOc1ccccc1NC(=O)C1=C(C)NC(=O)NC1c1cccc(OC)c1OC (centres undefined)	-8.1	-1.3	-8.2	-0.2
63	COc1ccc(-n2nc(C(=O)Nc3cccc(C)n3)c3ccccc3c2=O)cc1	8.4	0.1	-6.2	-0.1
64	CC1CCC2(CC1)NC(=O)N(CC(=O)c1ccc[nH]1)C2=O (centres undefined)	-1.3	-0.7	2.1	0.0
65	C=CCN=c1scc(-c2ccc(OC)cc2)n1/N=C/c1cc(OC)c(O)c(OC)c1	-6.2	-0.4	17.1	0.0
66	O=C(NCCNc1ccc([N+](=O)[O-])cc1)c1cccnc1	0.9	-0.3	5.5	-0.1
67	CCOC(=O)c1c(C)[nH]c(C(=O)CN2CCN(S(=O)(=O)c3cccs3)CC2)c1C	-11.6	-0.1	-3.4	-0.1
68	Cc1cccc(NC(=O)CCC2CCN(C(=O)C3CCOC3)CC2)c1 (centres undefined)	-6.9	-1.3	-8.3	-0.1
69	CCOc1ccc2nc(-c3ccc(N)cc3)sc2c1	34.8*	-1.4	4.7	0.1
70	CCN(CC)c1ccc(CNCCN2CCOCC2)cc1	13.2	-0.7	16.9	-0.3
71	COC(=O)c1ccc(C2N=C(c3ccc(Cl)cc3)CC(c3ccccc3O)N2)cc1 (centres undefined)	-8.0	2.6	-15.0	0.0
72	O=c1c(Cl)c(Cl)cnn1-c1ccc(Cl)cc1	82.3*	-1.5	11.1	1.1
73	COc1ccc(OC)c(/C=C/C(=O)c2cccc([N+](=O)[O-])c2)c1	5.4	-0.1	5.9	0.0
74	O=C(CC1C(=O)NCCN1CC1CCCCC1)NCc1cc(F)ccc1F (centres undefined)	6.9	1.8	0.4	0.1
75	O=C(Cn1cnc2sc3c(c2c1=O)CCCC3)Nc1ccc2c(c1)OCO2	-3.4	-1.1	9.2	-0.2
76	CN(CCCNc1ccc(C(=O)Nc2ccc(C(F)(F)F)cc2)cc1[N+](=O)[O-])Cc1ccccc1	-6.1	0.3	37.2	-0.5
77	COc1ccc(/C=C2\CCCC3C2=NN(C(=O)/C=C/c2ccc(Cl)cc2)C3c2ccc(OC)cc2)cc1 (centres undefined)	-0.5	-0.8	13.4	0.2
78	C=CCc1cccc(/C=N/NC(=O)C[n+]2ccccc2)c1O	60.4*	-0.9	28.6	-0.2
79	NC(=O)c1ccc(-c2cc(C(=O)Nc3ccc(N4CCOCC4)cc3)ccn2)cc1	-7.2	-2.1	10.6	0.8

Fetched by structure from the entries so far, six records:
entry	SMILES	TEAD-YAP inh	GPR151 activ	MITF primary	FBW7 activator
78	C=CCc1cccc(/C=N/NC(=O)C[n+]2ccccc2)c1O	60.4*	-0.9	28.6	-0.2
71	COC(=O)c1ccc(C2N=C(c3ccc(Cl)cc3)CC(c3ccccc3O)N2)cc1 (centres undefined)	-8.0	2.6	-15.0	0.0
74	O=C(CC1C(=O)NCCN1CC1CCCCC1)NCc1cc(F)ccc1F (centres undefined)	6.9	1.8	0.4	0.1
63	COc1ccc(-n2nc(C(=O)Nc3cccc(C)n3)c3ccccc3c2=O)cc1	8.4	0.1	-6.2	-0.1
61	Cc1ccc(-c2nn(-c3ccccc3)cc2C(=O)Nc2ccc(C(=O)O)cc2)cc1	-14.9	-0.6	-1.1	-0.3
76	CN(CCCNc1ccc(C(=O)Nc2ccc(C(F)(F)F)cc2)cc1[N+](=O)[O-])Cc1ccccc1	-6.1	0.3	37.2	-0.5
